# Screening results: PubChem BioAssay, several laboratories
# NS3 helicase inh: inhibitors of Hepatitis C virus NS3 helicase; NS3 helicase DNA unwinding, Cy5 molecular beacon fluorescence; inhibition, % at 10.9 µM; 290,000 compounds, 0.56% hits;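 active means inhibition above the mean of all tested compounds plus 3 SD, set per campaign, cut at about 35% in these data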;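 further: 0% = DMSO wells and 100% = thioflavine S control wells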
#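 Assay system: hepatitis C virus NS3 helicase domain fragment enzyme. Also added: annealed dual-labelled DNA beacon duplex, ATP-started. Timing: 1 h reaction at 25 °C, ATP-initiated. Technique: Cy5 fluorescence at 0 and 60 min, beacon hairpin quenching. Evaluation: % inhibition of unwinding. Replication: one well per compound.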
# IMP-1 inh: blocks Pseudomonas aeruginosa IMP-1 metallo-beta-lactamase | purified IMP-1, nitrocefin hydrolysis, epi-absorbance fluorescence | inhibition, % at 5.6 µM | 290,000 compounds, 0.45% hits;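 active means inhibition above the mean plus 3 SD of all compounds in the same screening run, cut at about 4.5% in these data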;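 further: 0% = IMP-1 with DMSO and 100% = DMSO wells lacking enzyme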
#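 System: purified IMP-1; amount: IMP-1 0.2 nM before substrate addition; compound: single dose, 5.6 µM; times: 25 °C, 15 min preincubation, 25 min reaction; signal: Epi-absorbance via hydrolysed-nitrocefin quenching of white-plate fluorescence, 480/530 nm, EDTA stop; benchmarks: DMSO with and without IMP-1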
# IDE act: boosts human insulin-degrading enzyme activity in HEK cells. P14735. FAbeta-B cleavage, fluorescence polarization; 0% vehicle, 100% cell-free pure enzyme wells. activation, % at 5.96 µM. 340,000 compounds, 0.073% hits. AID 493087;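 active means activation above the mean of all tested compounds plus 3 SD, set per screening campaign, cut at about 17% in these data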
# Target sequence (P14735 whole entry, looked up): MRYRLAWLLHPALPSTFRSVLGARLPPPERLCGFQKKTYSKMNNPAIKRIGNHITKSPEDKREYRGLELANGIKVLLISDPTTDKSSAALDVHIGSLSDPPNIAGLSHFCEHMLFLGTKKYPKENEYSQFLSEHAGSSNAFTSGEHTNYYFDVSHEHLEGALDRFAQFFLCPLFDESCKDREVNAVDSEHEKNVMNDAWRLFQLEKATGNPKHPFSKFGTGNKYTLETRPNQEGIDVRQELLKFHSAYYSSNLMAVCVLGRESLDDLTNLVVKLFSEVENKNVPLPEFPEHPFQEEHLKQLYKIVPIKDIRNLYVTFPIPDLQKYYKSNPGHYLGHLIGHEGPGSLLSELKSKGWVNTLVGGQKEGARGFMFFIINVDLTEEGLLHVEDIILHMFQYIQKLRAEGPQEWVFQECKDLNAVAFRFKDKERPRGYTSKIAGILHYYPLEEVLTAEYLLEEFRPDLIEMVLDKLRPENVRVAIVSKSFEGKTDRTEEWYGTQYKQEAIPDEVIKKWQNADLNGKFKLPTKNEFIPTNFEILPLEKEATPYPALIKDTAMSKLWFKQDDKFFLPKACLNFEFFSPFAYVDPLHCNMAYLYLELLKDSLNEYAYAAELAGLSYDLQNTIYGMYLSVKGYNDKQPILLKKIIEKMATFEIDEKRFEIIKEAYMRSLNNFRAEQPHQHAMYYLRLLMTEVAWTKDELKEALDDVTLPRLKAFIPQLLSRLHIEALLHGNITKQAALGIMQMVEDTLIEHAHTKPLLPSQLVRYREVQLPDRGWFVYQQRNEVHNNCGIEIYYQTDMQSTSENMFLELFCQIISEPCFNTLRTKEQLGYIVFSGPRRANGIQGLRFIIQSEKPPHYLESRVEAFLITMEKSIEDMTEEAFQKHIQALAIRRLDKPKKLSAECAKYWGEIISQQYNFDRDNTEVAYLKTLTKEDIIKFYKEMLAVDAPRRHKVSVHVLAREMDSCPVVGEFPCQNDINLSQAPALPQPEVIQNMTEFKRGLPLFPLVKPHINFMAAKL
# M18AAP inhibitor: blocks P. falciparum M18 aspartyl aminopeptidase. recombinant PfM18AAP, H-Glu-NHMec fluorogenic cleavage. 290,000 compounds, 1.2% hits. inhibition, % at 7.35 µM;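 active means inhibition above the campaign mean inhibition over all tested compounds plus 3 SD, cut at about 28% in these data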;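 further: 0% = plate median of test compound wells and 100% = 2 mM ZnCl2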
# VIM-2 inh: inhibitors of Pseudomonas aeruginosa VIM-2 metallo-beta-lactamase. 290,000 compounds, 0.89% hits. purified VIM-2, nitrocefin hydrolysis, epi-absorbance fluorescence. inhibition, % at 5.6 µM;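 active means inhibition above the mean of all tested compounds plus 3 SD, cutoff set per screening run, cut at about 7.5% in these data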;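 further: red hydrolysis product quenches plate fluorescence so inhibitors raise well fluorescence; 0% = enzyme with DMSO and 100% = DMSO without enzyme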
# p-CIP stab down: p/CIP protein destabilization | Q05BA5 | F442A p/CIP-EGFP cells, EGFP fluorescence, 16 h | decrease of EGFP signal, % at 10 µM | 290,000 compounds, 0.01% hits | AID 1984;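 active means EGFP signal decrease of at least 30% at 10 µM or well 3 SD below plate mean, unless failing retest; inactive means the rest, including hits failing retest or dose response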; further: some compounds called inactive have numbers as strong as hits; many of its hits are not listed in these tables
# FID counter: counter-screen for HCV NS3 helicase inhibitors: DNA intercalator displacement; DNA fluorescent intercalator displacement, fluorescence; inhibition, % at 7.9 µM; 290,000 compounds, 0.17% hits; AID 1845; in the data active means inhibition above about 37%;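 further: 0% = vehicle and 100% = reference compound; higher means more ethidium bromide displaced from hairpin DNA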
# IDE inh: inhibitors of human insulin-degrading enzyme in cells. P14735. HEK cells, FAbetaB cleavage, fluorescence polarization. inhibition, % at 5.59 µM. 320,000 compounds, 0.41% hits. AID 434962;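 active means percent inhibition above the average of all tested compounds plus 3 SD, set per screening campaign, cut at about 16% in these data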;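 further: IDE supplied by intact live HEK cells; FP after avidin binding of uncleaved biotin substrate so inhibition keeps polarization high; 0% = DMSO wells and 100% = 60 µM reference IDE inhibitor Ii1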
# SUMO HTRF inh: inhibitors of human SUMOylation (UBC9) | inhibition, % at 35 µM | 290,000 compounds, 0.36% hits | HTRF SUMOylation assay, SAE1/SAE2 + UBC9, in vitro; in the data active means inhibition above about 50%, passing the limit was not always enough; further: strong numbers were not always called active
# The depositor's hits bear a star; / = no result given.
SMILES,NS3 helicase inh,IMP-1 inh,IDE act,M18AAP inhibitor,VIM-2 inh,p-CIP stab down,FID counter,IDE inh,SUMO HTRF inh
O=C1CCCN1CC(O)CS(=O)(=O)Cc1ccccc1Cl (configuration not stated),18,0.1,2,1,-2.3,9,-2,9,-10
Cc1ccc(S(=O)(=O)N2CCC(C(=O)OC(C)C(=O)NC(N)=O)CC2)cc1C (configuration not stated),5,-1.9,3,-2,-2.6,-7,-20,2,21
CC(=O)c1c(O)cc(=O)n(-c2ccccc2)c1-c1ccc(Cl)cc1,3,-1.5,4,-6,0.0,-2,6,0,0
Cc1onc(C(=O)NCc2ccccn2)c1[N+](=O)[O-],-3,-1.9,2,-2,-3.1,-7,-6,-6,-1
COC(=O)CCN(C(=O)c1ccc(N2CCCCC2)c([N+](=O)[O-])c1)c1ccccn1,-5,-2.1,3,-9,-1.7,-5,-25,2,10
CCOc1cc(NS(=O)(=O)c2ccc(Cl)cc2)c(OCC)cc1NC(=O)CC(C)C,-5,-3.5,-4,3,-4.7,-25,-16,-3,-10
Cc1cc(C)cc(NCc2cc3c(cc2[N+](=O)[O-])OCO3)c1,27,-3.2,3,14,-1.2,-6,-8,0,8
COc1ccc2cc(/C=C3\SC(=S)NC3=O)c(N3CCOCC3)nc2c1,16,-5.2,-2,-4,-2.5,-25,-11,5,24
COC(=O)CSc1nnc(C)n1-c1cccc(OC)c1,1,0.2,-2,0,-3.1,-4,1,-4,23
COc1ccc(-n2ccnc2CN2CCN(C3CCCC3)C(CCO)C2)cc1 (configuration not stated),3,0.3,-2,-7,-2.9,-13,3,1,9

# For reference, three of the compounds above.
SMILES,NS3 helicase inh,IMP-1 inh,IDE act,M18AAP inhibitor,VIM-2 inh,p-CIP stab down,FID counter,IDE inh,SUMO HTRF inh
COc1ccc2cc(/C=C3\SC(=S)NC3=O)c(N3CCOCC3)nc2c1,16,-5.2,-2,-4,-2.5,-25,-11,5,24
COC(=O)CSc1nnc(C)n1-c1cccc(OC)c1,1,0.2,-2,0,-3.1,-4,1,-4,23
COc1ccc(-n2ccnc2CN2CCN(C3CCCC3)C(CCO)C2)cc1 (configuration not stated),3,0.3,-2,-7,-2.9,-13,3,1,9

# Remaining list, next part.
SMILES,NS3 helicase inh,IMP-1 inh,IDE act,M18AAP inhibitor,VIM-2 inh,p-CIP stab down,FID counter,IDE inh,SUMO HTRF inh
Cc1ccccc1C(=O)N/N=C1/SCC(=O)N1Cc1ccc2c(c1)OCO2,2,-5.5,3,2,-5.8,-4,-8,4,2
COc1ccc(C)cc1NC(=O)C(Sc1nncn1C)c1ccccc1 (configuration not stated),-4,-2.6,3,-1,-1.9,4,-7,3,-6
O=C(NCC1CCCO1)C(c1cccs1)N(C(=O)c1ccc(-c2ccccc2)[nH]1)C1CCCC1 (configuration not stated),-35,0.1,5,15,-1.1,-5,-44,5,14
Cc1onc(-c2ccccc2)c1C(=O)c1c[nH]c(C(=O)NCc2ccccn2)c1,-4,-1.7,5,16,-1.3,-1,-23,0,4
CC(=O)N/C(=C/c1ccc2c(c1)OCO2)C(=O)O,5,-3.9,6,4,-4.3,-6,10,6,16
COC(=O)CN1C(c2ccccc2)=Nc2ccc(Cl)cc2C1c1ccccc1 (configuration not stated),-10,-1.4,2,4,-2.0,7,-8,5,24
C/C(=N\S(=O)(=O)c1ccc(C)cc1)NC(=S)Nc1ccccc1,5,-2.2,0,6,-3.1,-3,0,4,-5
CCCCc1cc(=O)oc2cc(C)cc(OCC(=O)NC(Cc3ccc(Cl)cc3)C(=O)O)c12 (configuration not stated),-33,-4.3,0,0,0.8,2,0,9,32
COc1ccccc1-c1ccc(C(=O)O)o1,4,-3.3,7,3,-1.1,-6,1,-3,12
C/C(=N\NC(=O)c1cccc2ccccc12)c1cccnc1,3,-1.3,4,-5,-3.4,-2,-9,/,1
Cc1cc2c(s1)c1cnn(CC(=O)NCCc3ccccc3)c(=O)c1n2C,2,-2.2,/,-3,-3.0,-9,-6,-1,8
C=CCNC(=S)N(C1CCCCC1)C1CCCCC1,0,-1.2,6,2,-0.9,-4,-3,-2,-11
CC(C)C(NS(=O)(=O)c1ccc2c(c1)Cc1cc(S(=O)(=O)NC(C(=O)O)C(C)C)ccc1-2)C(=O)O (configuration not stated),3,-1.8,3,2,-0.8,14,-5,2,-2
CCCCOc1ccc(C(C)NC(=O)C2CCCN(S(=O)(=O)CCC)C2)cc1 (configuration not stated),-6,-1.3,-7,-4,-2.1,-2,-7,-3,5
CCOC(=O)Cn1cc(C#N)c(=O)[nH]c1=O,5,-4.0,5,0,-3.2,-15,-7,1,-10
CC(Oc1cc2oc(=O)c3c(c2cc1Cl)CCCC3)C(=O)NCc1ccncc1 (configuration not stated),0,-3.2,-17,1,7.8*,-2,-42,15,10
COCCn1c(SCC(=O)Nc2ccccc2F)nc2c([nH]c3ccccc32)c1=O,7,-2.0,5,1,-2.7,-3,-21,-1,20
O=C(Nn1c(Cc2cccs2)nc2ccccc2c1=O)c1ccc(F)c(F)c1,-7,-4.4,-4,-3,-2.6,-22,1,4,7
O=C(N/N=C/c1c(F)cccc1Cl)c1ccc(Cn2cc(Br)cn2)o1,-11,-1.8,3,-5,-4.0,-9,-26,0,-4
Nc1cnn(Cc2ccccc2F)c1,-12,-1.7,0,5,-0.4,-24,0,5,5

# Arranged by the number under NS3 helicase inh (smallest number first): 3 of the compounds above.
canonical_smiles	NS3 helicase inh
O=C(Nn1c(Cc2cccs2)nc2ccccc2c1=O)c1ccc(F)c(F)c1	-7
Cc1cc2c(s1)c1cnn(CC(=O)NCCc3ccccc3)c(=O)c1n2C	2
COCCn1c(SCC(=O)Nc2ccccc2F)nc2c([nH]c3ccccc32)c1=O	7

# Next section
SMILES,NS3 helicase inh,IMP-1 inh,IDE act,M18AAP inhibitor,VIM-2 inh,p-CIP stab down,FID counter,IDE inh,SUMO HTRF inh
CC(Cc1c[nH]c2ccccc12)NC(N)=O (configuration not stated),2,-0.8,2,3,-2.1,10,-1,3,4
Cc1cc(C)cc(N2CC34C=CC(O3)C(C(=O)OCC(=O)NCc3ccco3)C4C2=O)c1 (configuration not stated),3,-4.3,5,-8,-2.2,-6,-15,6,4
O=C(Cn1cnc2c(cnn2-c2ccc(Cl)cc2)c1=O)NCCc1ccccc1,-4,-2.0,-3,-7,-2.1,-3,2,-3,30
Cc1cc(C(=O)CSc2nnc(-c3cccs3)o2)c(C)n1-c1ccccc1,19,-2.7,-1,9,-1.0,-12,-7,0,44
CC(C)CN(C)C(=O)CCc1nnc(Cc2ccc(-c3ccccc3)cc2)o1,-11,0.7,-3,0,2.1,0,-40,3,-2
CC(NC(=O)c1cccc(Cn2cc([N+](=O)[O-])cn2)c1)c1ccc(C(C)(C)C)cc1 (configuration not stated),-2,-7.7,1,-1,-1.0,-7,-7,-2,-32
CCn1c(=S)ccc2ccc(OC)cc21,-2,-5.6,-6,-2,-4.0,-2,5,4,-1
CCc1ccccc1NC(=O)Nc1ccon1,0,-3.9,6,1,-1.7,3,-2,/,4
CC(C)=C1C2CCC1C1C(=O)N(c3nc(-c4ccc(F)cc4)c(C)s3)C(=O)C21 (configuration not stated),-3,-2.0,4,0,-2.0,2,-11,0,-26
COC(=O)Nc1sc2c(c1C(=O)NC1CC1)CCCCCC2,11,-3.7,7,-5,-3.7,-15,-5,-3,-9
c1ccc(-n2nnnc2NCCc2c[nH]c3ccccc23)cc1,5,-2.5,2,-10,2.5,-21,-3,10,-9
COC(=O)c1ccc(NC(=O)c2cccc(C)c2)cc1,3,-2.9,3,4,-2.6,1,-6,0,7
COc1ccc(Cl)cc1C(=O)Nc1ccc(Br)c(C)n1,-14,-0.2,-3,-9,0.3,-6,2,2,9
Fc1ccccc1Cn1nnc(-c2ccc3c(c2)OCO3)n1,-7,-1.4,0,-5,-2.8,1,-5,10,7
O=C(CSc1nnc(CNC(=O)c2ccccc2F)o1)Nc1cccc(C(F)(F)F)c1,-2,-0.3,6,-5,0.3,-33,-18,-5,-6
CCn1cc(/C=C(\NC(=O)c2ccccc2Cl)C(=O)N2CCOCC2)c2ccccc21,2,-0.3,3,1,-0.5,5,-38,2,-7
CC(=O)N1CCc2cc(S(=O)(=O)NCCC(=O)Nc3ccc4c(c3)OCCO4)ccc21,-4,-1.1,7,3,-0.3,-4,0,11,11
Cc1c(C)c2ccc(OC(C)C(=O)N[C@@H](Cc3c[nH]c4ccccc34)C(=O)O)c(C)c2oc1=O (some centres not stated),13,-4.1,4,2,-0.2,-5,-11,-5,11
CCn1c(=O)c(C(=O)NCCc2ccc(OC)c(OC)c2)c(O)c2ccccc21,-11,-2.9,-2,-2,-2.1,1,-31,-1,-14
Cc1ccc(C(C(=O)NC2CCCCC2)N(CC2CCCO2)C(=O)CNC(=O)c2ccco2)cc1 (configuration not stated),5,-4.9,4,1,-3.5,-13,-23,1,14
Cc1ccccc1/C=N/NC(=O)c1sccc1C,4,-2.5,1,-6,-4.7,2,-3,2,8
O=C(Nc1nnc(CC(=O)N2CCOCC2)s1)C1COc2ccccc2O1 (configuration not stated),4,-3.6,7,5,-4.2,-20,-5,1,4
O=C(O)CNC(=O)C1COc2ccccc2O1 (configuration not stated),-6,-1.6,-1,-2,-3.3,-15,2,0,13
CC(C)N1CCC2(CC1)Oc1ccc(Br)cc1C1CC(c3cccnc3)=NN12 (configuration not stated),-3,-3.0,2,4,-2.3,-3,-9,-4,2
O=C(Oc1ccccc1)c1cccc2cccnc12,0,-1.9,-2,-2,-3.5,-1,-1,-1,-1
NC(=O)COC(=O)Cc1coc2cc3c(cc12)CCC3,-3,-1.7,2,-3,0.2,14,1,0,1
CCOc1cc(CN2CCN(C(=O)c3cccc4ccccc34)CC2)ccc1OC,1,-1.6,2,-7,-0.6,-5,-24,-4,23
CC1CCCCC1NC(=O)COn1nnc2ccc(Cl)cc21 (configuration not stated),3,-3.4,1,1,-0.5,-1,-14,5,4
CS(=O)(=O)N1CCN(c2ccccc2NC(=O)c2cccc3ccccc23)CC1,-9,-3.1,-3,-6,-2.3,-5,-17,4,-6
Cc1cccc(C)c1OCC(=O)Nc1cccc(C(=O)O)c1,-2,-3.8,1,2,-1.7,30,-4,2,-9
Cc1nn(-c2ccccc2)c2c1c(C)c(CCC(=O)NCC1CCCO1)c(=O)n2C (configuration not stated),4,-2.2,-2,6,3.6,-1,-56,6,12
O=C(CN1C(=O)c2ccccc2S1(=O)=O)Nc1ccc(S(=O)(=O)N2CCCC2)cc1,-1,0.3,2,4,-4.0,-2,-10,6,10
CC(C)C(=O)NC(c1ccco1)c1ccc2cccnc2c1O (configuration not stated),3,-3.9,8,30*,-4.8,-8,-16,2,-47
CC(=O)Nc1ccc(S(=O)(=O)NCc2cc(=O)n(C)c(=O)n2C)cc1,2,-2.2,4,-2,-1.2,-12,-1,-1,18
CCc1nc2ccccc2c(C(=O)Nc2cccc(C)c2)c1C,-13,-0.6,2,-1,0.4,1,-16,-1,3
COC(=O)/C=C1/S/C(=N/NC(=O)c2ccccc2OC)NC1=O,-5,-1.6,3,12,-8.2,11,-33,2,12
